# IDE cell inh = human IDE inhibitors in live cells, primary screen, fluorescence polarization, HEK cells, FAbetaB substrate. Insulin-degrading enzyme (Homo sapiens), P14735. FAbetaB cleavage. inhibition, % at 5.59 µM. hit rate 0.41% among 320,000;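 active = percent inhibition above the average of all tested compounds plus 3 SD, set per screening campaign, cut at about 16% in these data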;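 note: IDE supplied by intact live HEK cells; FP after avidin binding of uncleaved biotin substrate so inhibition keeps polarization high; 0% = DMSO wells and 100% = 60 µM reference IDE inhibitor Ii1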
# NALP1 yeast inh = NALP1 inflammasome inhibitors in reconstituted yeast, colorimetric, S. cerevisiae, triplicate retest. inhibition, % at 10 µM. hit rate 0.61% among 280,000. S. cerevisiae NALP1/ASC/caspase-1 growth, X-gal OD620, 72 h. AID 2071, 2009; in the data active = inhibition mostly above about 24%, no sharp cut-off; inactive = mostly below about 32%; note: some compounds called inactive have numbers as strong as hits
# MEKK2 mut-MEK5 = MEK5 binding signal on mutant MEKK2 PB1, primary screen, biochemical, multiplex bead flow cytometry, Alexa488-MEK5 | hit rate 0.35% among 290,000 | percent response, % at 10 µM | Alexa488-MEK5 binding to MEKK2 mutant; in the data active = percent response above about 24%, passing the limit was not always enough; note: inactives centre near 1; some results filed as inactive read as strong as hits; reference of the scale not given here
# MEKK3 PB1 HTS = modulators of MEKK3-MEK5 PB1 binding, primary screen, biochemical, wildtype MEKK3, multiplex bead flow cytometry, Alexa488-MEK5; Mitogen-activated protein kinase kinase kinase 3 (Homo sapiens), Q99759; bead-based flow cytometry, Alexa488-MEK5 binding to MEKK3; actives lie on both sides; 0 = blocked by unlabeled MEK5, 100 = vehicle; binding response (% of control), % at 10 µM; hit rate 1.4% among 290,000; AID 1529, 2009;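 active = binding response more than 3 SD above or below the average of its plate-row segment, actives on both sides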;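 note: Alexa488 bead fluorescence after subtracting the streptavidin-only scavenger bead signal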
# SUMO HTRF inh = inhibitors of in vitro SUMOylation cascade, primary screen, biochemical, HTRF, uHTS; hit rate 0.36% among 290,000; HTRF SUMOylation assay, SAE1/SAE2 + UBC9; inhibition, % at 35 µM; in the data active = inhibition above about 50%, passing the limit was not always enough; note: strong numbers were not always called active
# IDE cell activ = human IDE activators in live cells, primary screen, fluorescence polarization, HEK cells, FAbeta-B substrate. FAbeta-B cleavage; 0% vehicle, 100% cell-free pure enzyme wells. activation, % at 5.96 µM. hit rate 0.073% among 340,000;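 active = activation above the mean of all tested compounds plus 3 SD, set per screening campaign, cut at about 17% in these data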
# MEKK2wt PB1 HTS = modulators of MEK5 binding to wildtype MEKK2, primary screen, biochemical, multiplex bead flow cytometry, Alexa488-MEK5 | Mitogen-activated protein kinase kinase kinase 2 (Homo sapiens), Q9Y2U5 | binding response (% of control), % at 10 µM | hit rate 1.1% among 290,000 | Alexa488-MEK5 binding to MEKK2 WT; actives lie on both sides; in the data active = binding response below about 67% or above about 130%
# pCIP destab = p/CIP-EGFP fusion destabilizers, primary screen, fluorescence, F442A cells; decrease of EGFP signal, % at 10 µM; hit rate 0.01% among 290,000; 16 h; Q05BA5;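 active = EGFP signal decrease of at least 30% at 10 µM or well 3 SD below plate mean, unless failing retest; inactive = the rest, including hits failing retest or dose response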; note: some compounds called inactive have numbers as strong as hits; many of its hits are not listed in these tables
# Target sequence (Q05BA5 1-1403): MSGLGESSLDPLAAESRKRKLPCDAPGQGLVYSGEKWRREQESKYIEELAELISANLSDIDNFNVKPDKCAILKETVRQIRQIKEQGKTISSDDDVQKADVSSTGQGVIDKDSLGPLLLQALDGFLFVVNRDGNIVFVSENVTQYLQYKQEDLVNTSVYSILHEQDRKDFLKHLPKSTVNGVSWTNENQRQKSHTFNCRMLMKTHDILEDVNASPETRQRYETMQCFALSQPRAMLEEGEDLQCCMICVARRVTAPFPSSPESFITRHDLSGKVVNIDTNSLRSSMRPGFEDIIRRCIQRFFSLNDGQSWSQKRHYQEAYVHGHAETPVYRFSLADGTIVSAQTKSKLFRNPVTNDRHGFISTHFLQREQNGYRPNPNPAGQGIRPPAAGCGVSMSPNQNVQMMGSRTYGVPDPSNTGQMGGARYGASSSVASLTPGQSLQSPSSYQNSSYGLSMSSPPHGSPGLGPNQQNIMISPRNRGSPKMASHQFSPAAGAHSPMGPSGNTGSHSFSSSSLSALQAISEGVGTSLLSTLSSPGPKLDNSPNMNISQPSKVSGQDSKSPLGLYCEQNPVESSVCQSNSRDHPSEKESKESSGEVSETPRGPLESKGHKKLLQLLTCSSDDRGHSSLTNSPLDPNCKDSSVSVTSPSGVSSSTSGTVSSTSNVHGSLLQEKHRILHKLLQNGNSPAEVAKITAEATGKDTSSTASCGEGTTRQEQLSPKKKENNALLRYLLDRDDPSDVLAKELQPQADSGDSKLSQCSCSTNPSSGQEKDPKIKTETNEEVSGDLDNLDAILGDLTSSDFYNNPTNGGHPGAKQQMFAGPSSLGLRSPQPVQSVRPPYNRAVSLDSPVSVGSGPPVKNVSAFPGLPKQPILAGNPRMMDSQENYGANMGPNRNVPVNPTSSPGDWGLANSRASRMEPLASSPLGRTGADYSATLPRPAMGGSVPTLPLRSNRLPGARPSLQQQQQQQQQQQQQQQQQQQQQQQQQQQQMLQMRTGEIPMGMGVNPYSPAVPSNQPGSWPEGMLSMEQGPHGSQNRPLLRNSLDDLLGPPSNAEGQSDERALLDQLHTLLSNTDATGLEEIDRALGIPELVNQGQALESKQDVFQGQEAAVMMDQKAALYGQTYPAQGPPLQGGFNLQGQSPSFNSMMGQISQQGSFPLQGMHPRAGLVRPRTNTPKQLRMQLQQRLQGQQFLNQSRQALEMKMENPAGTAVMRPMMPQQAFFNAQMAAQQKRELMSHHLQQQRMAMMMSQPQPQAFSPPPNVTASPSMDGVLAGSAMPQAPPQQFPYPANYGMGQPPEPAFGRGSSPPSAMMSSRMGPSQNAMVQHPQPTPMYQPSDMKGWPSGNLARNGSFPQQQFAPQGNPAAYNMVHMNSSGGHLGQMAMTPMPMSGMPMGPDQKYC
# PfM18AAP inh = PfM18AAP inhibitors, malaria aminopeptidase, primary screen, biochemical, QFRET, recombinant enzyme | hit rate 1.2% among 290,000 | H-Glu-NHMec fluorogenic cleavage | M18 aspartyl aminopeptidase (Plasmodium falciparum 3D7) | inhibition, % at 7.35 µM;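 active = inhibition above the campaign mean inhibition over all tested compounds plus 3 SD, cut at about 28% in these data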;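 note: 0% = plate median of test compound wells and 100% = 2 mM ZnCl2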
# Starred values were filed as active, the others as inactive; . = no result given. A portion of the library, so the mix of outcomes need not match the whole.
canonical_smiles,IDE cell inh,NALP1 yeast inh,MEKK2 mut-MEK5,MEKK3 PB1 HTS,SUMO HTRF inh,IDE cell activ,MEKK2wt PB1 HTS,pCIP destab,PfM18AAP inh
O=C(O)c1cc(-c2ccncc2)nc2ccc(S(=O)(=O)N3CCOCC3)cc12,-0.4,-5.4,7.0,111.0,15.4,4.9,116.0,2.4,-3.7
COc1cc(CN2CCC(Oc3cc(C(=O)NC4CC4)ccc3OC)CC2)cc(OC)c1,-1.4,-5.2,0.0,98.0,-0.9,3.5,102.0,0.4,-0.8
Cc1ccc(C(O)(c2ccccc2)c2ccccc2C(C)N(C)C)c(C)c1 (stereo unspecified),1.8,26.2,6.0,96.0,9.3,1.6,124.0,3.3,-14.7
CCOC(=O)c1ccc(N2C(=O)CC(N3CCOCC3)C2=O)cc1 (stereo unspecified),2.4,30.0*,2.0,101.0,14.9,4.5,102.0,-3.2,1.6
CCOc1ccc(Nc2nc(Nc3ccc(O)cc3)nc(C)c2[N+](=O)[O-])cc1,-3.5,-3.3,-12.0,99.0,12.0,10.0,89.0,7.4,0.3
Cc1cc2nc3n(c2cc1C)CC1CC(C(=O)NCc2cccc(C(F)(F)F)c2)N(C)C31 (stereo unspecified),-3.3,.,3.0,107.0,-5.9,-1.3,97.0,-3.2,.
CCCn1c2ccccc2c2cnn(CC(=O)N3CCN(C4CCCCC4)CC3)c(=O)c21,1.1,17.9,3.0,103.0,14.1,3.4,104.0,3.1,-3.3
COC(=O)C1=C(C)N=c2s/c(=C/c3cccs3)c(=O)n2C1c1ccc(F)cc1 (stereo unspecified),-0.9,3.9,1.0,111.0,28.1,-2.4,91.0,2.1,-8.1
C=COC(=O)CSc1snc(SCC(=O)OC)c1C#N,7.6,9.1,18.0,109.0,17.7,4.8,110.0,-3.0,12.7
CC(C)(C)NC(=O)C(c1ccc(Cl)cc1)N(Cc1ccco1)C(=O)CCl (stereo unspecified),0.8,4.2,6.0,106.0,7.7,5.7,108.0,-4.1,2.5
Cc1cc(C)nc(N2CCC(C(=O)NCCc3ccc(F)cc3)CC2)n1,-4.3,27.0,.,.,-4.3,3.5,.,-8.5,-5.2
Cc1ccc(CN2C(=O)c3ccccc3NC2c2cc(Br)ccc2O)cc1 (stereo unspecified),-7.3,12.3,2.0,100.0,-1.0,-1.6,96.0,-8.7,-7.3
NC(=O)c1cnn2c(C(F)(F)F)cc(-c3ccc(F)cc3)nc12,-5.6,23.0,-1.0,103.0,30.5,-0.2,93.0,-11.5,-2.3
O=C(CCS(=O)(=O)Cc1ccccc1)NCc1ccco1,-2.0,.,-4.0,86.0,-5.2,1.5,84.0,0.6,1.2
CC(=O)c1ccc(OCc2cc(C(=O)N3CC[C@@H]4CCCC[C@H]4C3)no2)cc1,-5.4,11.3,-1.0,100.0,6.8,5.1,104.0,-2.7,-11.9
COC(=O)CCSc1cc([N+](=O)[O-])cc2c1c(C1OCCO1)nn2-c1ccccc1,-1.1,-1.2,-2.0,90.0,9.2,4.8,90.0,-5.7,3.6
O=C(NCCCCc1ccccc1)C1CC(c2ccccc2C(F)(F)F)=NO1 (stereo unspecified),-2.5,-3.7,6.0,110.0,-5.0,0.9,101.0,-14.5,.
Cc1ccc(C)c(N2CCN(C(=O)Cn3cccc3)CC2)c1,-0.9,2.5,-7.0,87.0,6.6,-7.1,91.0,-3.5,3.4
Cc1ccc(NC(=O)COC(=O)CCC(=O)c2cccs2)c(C)c1,3.3,-11.5,-9.0,101.0,2.4,5.5,98.0,2.7,-1.2
O=C(Nc1ccccc1C(=O)O)c1ccc(NC(=O)C2CCCO2)cc1 (stereo unspecified),5.2,3.1,8.0,106.0,2.3,0.3,106.0,-12.8,5.1
Cn1ncc(Br)c1N1C(=O)CCC1=O,1.0,-0.5,-9.0,85.0,6.8,.,87.0,-1.2,0.9
Cc1ccc(OCc2nnc(SCc3nc4ccccc4[nH]3)n2Cc2ccco2)cc1,-3.8,13.0,3.0,103.0,-8.2,0.6,104.0,-5.2,-15.4
O=C(Nc1nnc(-c2ccccc2Cl)o1)c1cccnc1,-2.1,3.9,0.0,105.0,-9.4,5.1,104.0,-4.6,29.6*
O=C(c1ccccc1)N1CCN(CCc2ccccn2)CC1,4.2,5.4,-1.0,102.0,-11.3,-2.0,99.0,2.4,2.6
O=C(Nc1nnc(Cc2ccccc2F)s1)c1ccccc1Cl,7.1,26.3,1.0,100.0,-2.8,-1.6,101.0,-2.8,-1.2
O=C(c1cccc(C(=O)N(c2ccccn2)C2CCCCC2)c1)N(c1ccccn1)C1CCCCC1,3.8,6.3,3.0,98.0,23.9,1.6,94.0,5.8,1.7
CN1C(=O)/C(=C2\SC(N)=NC2=O)c2ccccc21,3.4,-0.1,.,.,27.7,4.9,.,0.0,-22.7
CC1CCCN(C(c2ccccc2)c2sc3ncnn3c2O)C1 (stereo unspecified),-1.2,12.8,6.0,92.0,9.1,1.6,87.0,2.2,54.8*
CCOc1cc(C2C(C(=O)OC(C)C)=C(C)N=C3SCCC(=O)N32)ccc1OC(C)=O (stereo unspecified),-0.5,25.4,1.0,100.0,1.8,5.8,102.0,2.7,2.8
COc1ccccc1N1CCN(C2CCC(C)CC2)CC1 (stereo unspecified),-4.4,.,5.0,104.0,8.1,6.3,106.0,0.7,-2.9
CCCn1c(SCC(N)=O)nnc1-c1ccco1,1.3,1.1,8.0,106.0,13.5,7.2,106.0,-9.0,-6.2
c1csc(CNc2nc(-c3cccs3)nc3ccccc23)c1,5.3,2.8,8.0,106.0,13.4,-1.0,108.0,11.8,-19.5
CC1(C)Cc2ccccc2-c2nnc(-c3cccc(O)c3)n21,2.1,10.1,11.0,106.0,-3.4,3.1,115.0,2.6,3.6
COc1ccc(NC(=S)Nc2ccccc2SC)c(OC)c1,9.5,-0.9,8.0,104.0,23.5,0.9,101.0,3.8,5.6
COc1cccc(-c2cc(C(=O)Nc3cccnc3)no2)c1,-1.4,0.9,3.0,102.0,11.5,-1.1,104.0,-5.9,6.6
CN(CC(=O)Nc1ccc(S(N)(=O)=O)cc1)Cc1ccccc1F,3.7,6.8,-6.0,108.0,29.7,-4.6,99.0,-10.4,-0.3
CC(C)(C)n1nnnc1CN(Cc1cccnc1)Cc1ccccc1Cl,3.1,18.4,7.0,105.0,-7.6,-2.5,108.0,2.8,0.5
Cc1ccc(NC(=O)CSCC(=O)NC2CCCCC2)cc1,-0.7,16.4,-1.0,101.0,-10.6,-3.1,92.0,8.7,0.0
C/C(=N\N(c1ccccc1)c1ccccc1)c1ccc(O)cc1,2.5,7.9,-3.0,98.0,-7.5,3.8,93.0,-8.6,-0.6
COc1ccc(CCNS(=O)(=O)c2cccc([N+](=O)[O-])c2)cc1,0.6,9.4,13.0,111.0,12.4,7.9,117.0,-2.5,-0.9
Cc1nc2ccc(NC(=O)N3CCOCC3)cc2s1,-3.3,11.0,0.0,108.0,6.1,3.5,104.0,-13.5,-6.2
COc1cc(/C=C/c2nc3ccccc3c(=O)[nH]2)cc(OC)c1OC,7.5,9.9,6.0,102.0,26.2,-4.2,101.0,-12.5,13.4
C/C(=C\c1ccccc1)C(=O)NCCN1CCOCC1,5.5,8.9,7.0,104.0,26.9,-1.8,102.0,-0.2,4.9
Cc1cc(Nc2ccc(F)cc2)n2nc(C)nc2n1,2.1,-9.1,2.0,102.0,21.9,4.8,98.0,-9.6,3.2
Nn1c(SCC(=O)NC(=O)NC2CCCC2)nnc1-c1ccccc1F,3.9,2.5,2.0,99.0,-11.7,4.4,100.0,-5.5,-9.7
CCn1cc(C(=O)NCc2ccc3c(c2)OCO3)c(=O)c2cc(F)c(N3CCN(C)CC3)cc21,5.1,.,12.0,105.0,-10.4,-2.0,138.0*,-12.5,2.2
CN1C(=O)C(C)(C)c2cc(S(=O)(=O)N3CCCC(C(=O)NCc4ccc(Cl)cc4)C3)ccc21 (stereo unspecified),0.5,0.7,2.0,105.0,7.3,9.2,100.0,-8.2,-10.9
COc1cc(/C=C2\SC(=O)N(c3cccc(Cl)c3)C2=O)cc([N+](=O)[O-])c1O,.,9.4,-8.0,105.0,82.0*,5.9,97.0,2.2,-1.2
CCc1nnc(NC(=O)CCC(=O)NC2CCCCCCC2)s1,1.0,19.8,0.0,96.0,.,1.9,96.0,-3.4,-12.9
Cc1nc2ccccn2c1C(=O)CSc1ccccc1,3.2,-4.1,-2.0,97.0,7.8,-3.2,96.0,-12.9,-2.3
NC(=O)CCN(Cc1ccccc1)S(=O)(=O)c1ccccc1,0.9,-4.1,1.0,100.0,27.0,2.9,103.0,-9.4,-13.8
O=C1CN(c2ccc(Br)cc2)C(=O)N1CC(=O)N1CCCc2ccccc21,-4.3,11.2,-5.0,98.0,7.2,1.8,94.0,-23.2,4.1
c1ccc(-c2cc(-c3nnco3)c3ccccc3n2)nc1,1.8,-2.4,3.0,109.0,1.3,0.9,104.0,36.9,4.9
CCCc1ncc(C(O)(c2ccccc2)c2ccc(C)cc2)n1C (stereo unspecified),2.5,18.7,1.0,124.0,14.6,1.0,110.0,-19.1,-1.4
COc1ccc(S(=O)(=O)N2CCN(c3c(C)cccc3C)CC2)cc1OC,0.5,-18.4,0.0,104.0,3.1,0.5,103.0,-19.0,4.4
Cc1ccc(Cc2ccc(C(=O)NNC(N)=S)o2)cc1,5.1,-12.1,-6.0,113.0,-1.6,1.8,98.0,-15.7,6.5
C/C=C(\C)C(=O)N1CC2(CC(c3cccc(NC(=O)COc4ccc(Cl)cc4)c3)=NO2)C[C@@H]1C(N)=O (stereo partly specified),5.1,.,5.0,96.0,11.7,-7.2,97.0,-9.8,.
OCCCNc1ncnc2oc(-c3ccccc3)c(-c3ccccc3)c12,.,8.8,10.0,109.0,14.4,1.2,108.0,-8.9,3.5
COc1c(/C=C2\SC(=Nc3ccccc3Cl)NC2=O)cccc1[N+](=O)[O-],5.9,4.6,6.0,105.0,13.4,3.0,104.0,-22.8,7.8
CN(CCc1cnn(C)c1)Cc1nc(Cc2ccccc2)no1,5.3,15.1,8.0,106.0,3.4,1.5,112.0,-1.7,1.5
CC1CC(C)CN(C(=O)C2CCN(S(=O)(=O)c3ccc4c(c3)CC(C)N4C(=O)C3CC3)CC2)C1 (stereo unspecified),2.9,4.4,4.0,106.0,4.3,1.2,106.0,-3.2,1.0

# 2 entries from above, set out differently:
# Values run as follows: IDE cell inh | NALP1 yeast inh | MEKK2 mut-MEK5 | MEKK3 PB1 HTS | SUMO HTRF inh | IDE cell activ | MEKK2wt PB1 HTS | pCIP destab | PfM18AAP inh
Cc1ccc(C)c(N2CCN(C(=O)Cn3cccc3)CC2)c1
  -0.9 | 2.5 | -7.0 | 87.0 | 6.6 | -7.1 | 91.0 | -3.5 | 3.4
O=C(O)c1cc(-c2ccncc2)nc2ccc(S(=O)(=O)N3CCOCC3)cc12
  -0.4 | -5.4 | 7.0 | 111.0 | 15.4 | 4.9 | 116.0 | 2.4 | -3.7

# Assay outcomes as filed in PubChem.
